Fam108B counter: counter-screen for RBBP9 inhibitors: inhibitors of mouse Fam108B; recombinant Fam108B, FP-Rh probe fluorescence polarization; actives 0.33% (n = 300,000); inhibition, % at 9.51 µM; AID 1947;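 active = inhibition above the screen mean inhibition plus 3 SD, computed separately per campaign, cut at about 18% in these data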;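 note: inhibitors lower polarization as less probe binds the enzyme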
PME-1 primary: blocks human protein phosphatase methylesterase 1; Q9Y570; recombinant PME-1, FP-Rh probe fluorescence polarization; inhibition, % at 5.9 µM; actives 0.53% (n = 320,000); AID 2130;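 active = inhibition above the campaign mean of all compounds plus 3 SD, cut at about 26% in these data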;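 note: competitive labeling of PME-1 active site by serine hydrolase directed probe; 0% = PME-1 with DMSO and 100% = wells lacking PME-1 enzyme; inhibitors block probe labeling so polarization falls and inhibition rises; many of its hits are not listed in these tables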
BCLXL inh: Bcl-xL (human) inhibition; Q07817; GST-Bcl-xL / FITC-Bim BH3 peptide fluorescence polarization; inhibition, % at 10.9 µM; actives 0.7% (n = 320,000);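 active = inhibition above the mean of all tested compounds plus 3 SD, cutoff set per campaign, cut at about 30% in these data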;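 note: 0% = DMSO wells and 100% = unlabeled Bim-BH3 peptide competitor; inhibitors lower millipolarization by displacing the labeled peptide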
pPAFAH FP inh: pPAFAH (human) enzyme inhibition | recombinant pPAFAH, FP-rhodamine probe fluorescence polarization | AID 463082 | actives 1.5% (n = 330,000) | inhibition, % at 3.39 µM;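 active = inhibition above the mean inhibition across the screen plus 3 SD, cut at about 25% in these data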;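 note: inhibitors block binding of the rhodamine activity-based probe so polarization drops; 0% = enzyme with DMSO and 100% = wells lacking pPAFAH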
PAFAH1B2 inh: PAFAH1B2 (human) inhibition; P68402; actives 1.2% (n = 340,000); recombinant PAFAH1B2, FP-rhodamine activity probe, fluorescence polarization; inhibition, % at 3.39 µM;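 active = inhibition above the mean of all tested compounds plus 3 SD, cut at about 24% in these data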;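 note: 0% = enzyme with DMSO and 100% = wells lacking PAFAH1B2; many of its hits are not listed in these tables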
MEX-5 binding: C. elegans MEX-5 TCR-2 RNA binding activity. Q9XUB2. activity score (negative = inhibition of binding), % at 10 µM. actives 0.38% (n = 300,000). MEX-5/FITC-TCR2 RNA binding, fluorescence polarization; hits give low values;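 active = inhibition past about -25% in most replicates, and total fluorescence under double the plate's negative control median, limit read from the data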;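 note: 0% = DMSO and -100% = 5 µM competing unlabeled TCR2 RNA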
MCL1 BIM primary: disrupts human MCL1 binding to BIM-BH3 peptide; GST-MCL1 / FITC-Bim-BH3 fluorescence polarization; inhibition, % at 10.9 µM; actives 0.68% (n = 320,000);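 active = inhibition above the mean inhibition of all tested compounds plus 3 SD, set per campaign, cut at about 40% in these data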;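 note: 0% = DMSO wells and 100% = unlabeled Bim-BH3 peptide control; higher means more loss of mP so more displacement of Bim peptide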
AHR activator: human AHR activation; P35869; AHR-responsive luciferase reporter cells, luminescence; activation, % at 5 µM; actives 2.5% (n = 320,000); in the data active = activation above about 47%;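 note: 0% = vehicle wells and 100% = reference agonist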
GLD-1 TGE inh: GLD-1-TGE RNA interaction inhibition (C. elegans); Q17339; purified GLD-1 + fluorescein TGE RNA, fluorescence polarization; inhibition, % at 5.96 µM; actives 0.44% (n = 320,000); AID 2280;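 active = percent inhibition above a per-plate cutoff, the plate mean of test compounds plus 3 SD, cut at about 30% in these data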;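 note: 0% = DMSO wells with GLD-1 and probe and 100% = wells lacking GLD-1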
* hit, by the source's call; . = no result given. A portion of the library, so the mix of outcomes need not match the whole.

SMILES | Fam108B counter | PME-1 primary | BCLXL inh | pPAFAH FP inh | PAFAH1B2 inh | MEX-5 binding | MCL1 BIM primary | AHR activator | GLD-1 TGE inh
COc1ccc(C(=O)N2C(=S)NC(=O)/C2=C\c2ccc(C)cc2)cc1 | -9 | -24 | -20 | 4 | -4 | -28* | -28 | 2 | -15
Fc1ccccc1Cc1noc(CN2CCC(OCc3cccnc3)CC2)n1 | 0 | 1 | 11 | 3 | . | 2.0 | 6 | -1 | -4
CC(C)(C)NC(=O)c1cccc(NC(=O)c2ccc(NC(=O)c3ccco3)cc2)c1 | 1 | -18 | 2 | -10 | -3 | -2.8 | 9 | -3 | 2
COc1ccc(C(=O)/C=C2/C(=O)Nc3ccccc32)c(OC)c1 | 1 | -4 | 6 | 0 | 2 | 1.2 | 12 | 17 | 4
O=C(Nc1ccccc1OCc1ccccc1)c1ccccc1Br | -3 | 2 | 0 | 0 | 6 | -2.8 | 1 | 103* | -2
COc1ccc(-c2ccc(C#N)c(SCC(=O)NCCc3ccccc3)n2)cc1OC | -18 | -17 | -6 | -6 | -11 | -1.0 | -17 | 1 | -6
CCn1ccnc1C(O)c1cccc(OC)c1 (stereo not given) | 0 | 7 | 1 | 5 | 7 | -0.1 | 4 | -1 | 4
O=C(NCc1cccnc1)c1cc([N+](=O)[O-])ccc1N1CCOCC1 | -2 | 3 | 3 | -1 | 1 | 3.5 | -2 | 3 | 4
Cc1nn(-c2ccc(F)cc2)c(C)c1/C=C/C(=O)N1CCNC(=O)C1 | 0 | -4 | 0 | 3 | -4 | -1.5 | -2 | 1 | -3
Cc1cc2c(cc1C)NC1(C(=O)Nc3ccccc31)C1=C(CC(C)(C)CC1=O)N2 (stereo not given) | -3 | -4 | 5 | 1 | -4 | -2.0 | 7 | 9 | 4
COc1ccc(N2CCN(C(=O)CN3C(=O)C4CC=CCC4C3=O)CC2)cc1 (stereo not given) | -3 | -3 | -3 | 1 | 5 | 1.8 | -6 | 1 | -5
CC(C)Cc1nnc(NC(=O)CSc2nc(O)c(Cc3ccccc3)c(=O)[nH]2)s1 | -5 | -6 | 3 | -1 | 2 | -1.1 | 1 | 5 | -2
CCOC(=O)c1ccc(COC(=O)CCc2nc3ccccc3[nH]c2=O)o1 | -2 | -1 | 2 | 3 | 3 | 2.5 | 6 | 0 | 1
O=C(COC(=O)C1=COCCO1)Nc1cc(Cl)c(Cl)cc1Cl | . | . | . | 2 | 1 | . | . | 0 | 5
CCCN1CN=C(NS(=O)(=O)c2ccc(C)cc2)NC1 | 0 | -1 | 2 | 3 | 1 | -1.0 | 0 | 9 | 1
Cc1ccc(-n2c(-c3ccccc3)c[n+]3c2CCc2ccccc2-3)c(C)c1 | -7 | 8 | 3 | 0 | 1 | . | -5 | -4 | -4
O=C(COC(=O)c1ccc(O)cc1)Nc1ccc(S(=O)(=O)N2CCCC2)cc1 | . | . | . | -1 | -5 | . | . | 4 | 2
Nc1nc(Nc2ccccc2F)nc(NC2CCCCC2)c1[N+](=O)[O-] | 4 | -7 | -1 | 6 | 2 | -0.4 | 0 | 9 | 0
O=C(N/N=C/c1ccco1)C12CC3CC(CC(C3)C1)C2 | 1 | -1 | 3 | 5 | 11 | -2.7 | 7 | 0 | -12
Nc1c(C(=O)NC2CC2)c2nc3ccccc3nc2n1-c1ccc2c(c1)OCO2 | 6 | 0 | 42* | -3 | 1 | -7.5 | 61* | 20 | 27
COCCn1nnnc1CN(Cc1ccco1)Cc1cc2cc3c(cc2[nH]c1=O)OCO3 | -1 | -2 | -5 | -1 | 1 | 0.8 | -3 | 72* | -9
CC(=O)c1cccc(NC(=O)C2CCCN2S(=O)(=O)c2cccc3nsnc23)c1 (stereo not given) | 0 | -3 | 1 | -5 | 6 | 0.1 | -1 | 1 | 1
O=C(NC(=S)NCCc1ccccn1)c1ccccc1 | 4 | -4 | 7 | 4 | 4 | 0.7 | 12 | 100* | 2
O=C(NCCSc1ccccn1)c1ccc(Cl)cc1Cl | -4 | 1 | -3 | 9 | -1 | -1.1 | -8 | 12 | 1
Cc1ccc(NC(=O)c2cc(N3CCOCC3)nc3ccccc23)cc1 | 0 | 7 | 0 | 3 | 1 | -0.6 | -1 | 58* | 1
CCC(=O)Nc1c(C#N)c2nc3ccccc3nc2n1C1CCCCC1 | 2 | 4 | -1 | 4 | -1 | 1.0 | 2 | 2 | 0
Fc1cc(Br)ccc1COc1ccc(-c2nnco2)cc1 | -1 | 5 | 7 | 4 | 2 | 0.4 | -1 | -10 | -3
C=CC[C@@H](CC(=O)N[C@H](CO)Cc1ccccc1)C(=O)N[C@@H](COC(=O)[C@H](CC=C)CC(=O)OC(C)(C)C)Cc1ccccc1 | . | . | . | 7 | 2 | . | . | 2 | 3
Cc1[nH]c2ccccc2c1C(c1ccncc1)N1CCCCC1 (stereo not given) | 2 | -4 | 5 | -7 | 2 | -1.9 | 11 | 4 | -7
Cc1cc(C)nc(SCC(=O)N/N=C/c2cc(C)n(-c3ccccc3C)c2C)n1 | 0 | -5 | 3 | 10 | 2 | 1.2 | 3 | 11 | -3
COc1ccc(S(=O)(=O)N2CCN(C(=O)CCc3c[nH]c4ccccc34)CC2)cc1 | . | 2 | 2 | 9 | 7 | . | 2 | 0 | 2
CC(C)C(=O)N1CCN(c2ccccc2NC(=O)c2ccco2)CC1 | -1 | 0 | -2 | 0 | 7 | 0.3 | -5 | -1 | 6
Fc1cccc(Cl)c1-c1nnc2ccc3ccccc3n12 | 2 | 0 | 1 | 2 | 6 | -3.6 | 2 | 6 | 6
O=C(NC1CCCCCCC1)C1CCCN(S(=O)(=O)c2cnc[nH]2)C1 (stereo not given) | -2 | 5 | 3 | 4 | 4 | 0.3 | 2 | 0 | 3
CC1CCN(CC(=O)Nc2nccs2)CC1 | -3 | -6 | 2 | 2 | 6 | -1.1 | -8 | 2 | -2
O=C(c1cc(S(=O)(=O)N2CCOCC2)ccc1Cl)N1CCC(Cc2ccccc2)CC1 | 3 | 9 | 7 | 15 | 18 | 0.6 | 2 | -1 | 1
CCOC(=O)[C@@H]1[C@H]2COc3cc(OC)ccc3[C@@H]2N2C(=O)N(c3cccc(F)c3)C(=O)[C@@]12C | -3 | 2 | 7 | 1 | 4 | 0.6 | 10 | 51* | 5
N#CCCN1C(=O)C2(OCCO2)c2ccccc21 | 3 | 0 | 7 | -4 | 2 | 0.6 | -1 | 0 | 4
COc1ccc(S(=O)(=O)N2CCOC2CNC(=O)C(=O)NCc2ccccn2)cc1 (stereo not given) | -1 | 1 | 13 | 1 | 0 | 0.7 | 14 | 1 | 2
COc1ccc(-c2cc(C(=O)N3CCCC3)c3ccccc3n2)cc1 | -2 | -2 | 7 | -2 | -1 | -1.2 | 5 | 23 | 7
CCOc1ccc(CCNC(=O)C2CCN(c3nnc(-n4cccc4)s3)CC2)cc1OCC | 3 | 1 | 8 | 1 | 3 | -0.8 | 9 | 2 | -6
CCCNC(=O)c1cnc(-c2ccccc2)nc1-c1ccccc1 | -4 | -4 | 1 | 5 | 2 | -1.3 | -2 | 3 | 6
CN(CC(=O)NCC(c1ccco1)N1CCCCC1)S(=O)(=O)c1ccc(Cl)cc1 (stereo not given) | -4 | -4 | -5 | 1 | 5 | 2.0 | -10 | 2 | 6
Cc1cccc(N/N=C/c2ccccc2O)c1 | 12 | 2 | 7 | 1 | -4 | 3.0 | 2 | 65* | 6
CC12CC(c3ccccc3O1)N(C(=O)c1ccco1)C(=S)N2c1ccccc1 (stereo not given) | 1 | 3 | -1 | 9 | 10 | 2.8 | 1 | 3 | -1
O=C(Cn1cnc2ccccc2c1=O)NCCCN1CCCC1=O | . | 2 | -2 | -6 | -1 | . | 0 | -1 | -1
COc1ccc2[nH]c3c(=O)n(Cc4ccc(C(=O)NCC5CCCO5)cc4)c(=S)[nH]c3c2c1 (stereo not given) | 1 | -13 | -23 | 8 | 6 | -2.4 | -21 | 15 | 1
O=C(N/N=C/c1cccc(O)c1)NC1CCCCC1 | 2 | -6 | 1 | -2 | -2 | -0.6 | -3 | 0 | 7
CC(C)(C)NC(=O)NC(=O)CSc1nnc(-c2ccccc2F)n1N | 0 | -1 | 3 | 3 | 5 | -1.4 | 6 | 0 | 8
Cc1cc(C(=O)COC(=O)c2ccccc2Br)c(C)n1CC1CCCO1 (stereo not given) | 1 | -1 | 5 | -3 | 2 | -1.5 | 3 | -3 | -1
Cc1ccc2nc(Cn3cc(C(F)(F)F)cc(Cl)c3=O)cc(=O)n2c1 | -2 | -9 | 5 | 1 | 0 | -1.0 | 0 | 0 | -1
COc1ccc(NS(=O)(=O)c2ccc3oc(Nc4ccc5c(c4)OCCO5)nc3c2)cc1 | 30* | 32* | 6 | 26* | 12 | 1.2 | 10 | 87* | 3
CC(C)CC1NC(=O)N(CC(=O)N2c3ccccc3NC(=O)C2(C)C)C1=O (stereo not given) | 2 | -8 | -3 | 6 | 1 | 0.2 | -1 | 1 | 6
Cc1ccc(-c2cc(C(F)(F)F)n3ncc(C(=O)NCc4ccco4)c3n2)cc1 | -3 | 2 | 3 | 2 | -3 | -2.8 | -13 | 17 | -3
O=C(C1CC(=O)N(C2CCCC2)C1)N1CCN(c2ccc(F)cc2)CC1 (stereo not given) | 1 | -1 | 6 | 5 | 5 | 2.2 | 0 | 0 | -1
O=C(O)CC(CC(=O)NCC(O)c1ccccc1)c1ccccc1 (stereo not given) | -3 | -5 | 6 | 5 | 8 | 0.5 | -7 | 1 | 5
Cn1c2ccccc2c2nnc(SCc3ccc4nonc4c3)nc21 | 0 | 5 | 2 | 0 | 0 | 1.6 | 5 | 24 | 6
CCc1ccc(OCC(=O)NCCOc2ccccc2)cc1 | -43 | 9 | 8 | 6 | 17 | -0.2 | 12 | 10 | -1
N#Cc1c(N)nc(SCC(=O)NC2CCCCC2)c(C#N)c1-c1ccc(Cl)cc1 | -1 | 3 | 3 | 0 | 1 | -0.1 | 5 | 0 | 3
COc1ccccc1C1=NOC(C(=O)N2CCN(C(=O)c3ccco3)CC2)C1 (stereo not given) | 2 | 0 | 5 | 5 | -4 | 1.2 | 5 | 3 | 8
Cc1cc(C)c(NS(=O)(=O)c2ccc(Cl)c(C(=O)O)c2)c(C)c1 | 2 | 4 | 2 | 7 | 3 | 2.9 | 7 | 0 | -2
COc1ccc(-c2nn(-c3ccccc3)cc2C(=O)N(C)C)cc1 | 0 | -4 | 5 | -2 | 1 | 2.1 | 6 | 10 | -3
Cc1ccc(S(=O)(=O)n2c(C)nc3ccccc32)cc1 | -4 | -1 | 6 | 2 | 8 | -0.2 | 6 | 1 | 3

4 entries already listed, sorted by the number in MEX-5 binding, largest number first:
smiles,PME-1 primary,BCLXL inh,pPAFAH FP inh,PAFAH1B2 inh,MEX-5 binding,MCL1 BIM primary,AHR activator,GLD-1 TGE inh
O=C(c1cc(S(=O)(=O)N2CCOCC2)ccc1Cl)N1CCC(Cc2ccccc2)CC1,9,7,15,18,0.6,2,-1,1
Cc1ccc(NC(=O)c2cc(N3CCOCC3)nc3ccccc23)cc1,7,0,3,1,-0.6,-1,58*,1
Cc1ccc2nc(Cn3cc(C(F)(F)F)cc(Cl)c3=O)cc(=O)n2c1,-9,5,1,0,-1.0,0,0,-1
CCCNC(=O)c1cnc(-c2ccccc2)nc1-c1ccccc1,-4,1,5,2,-1.3,-2,3,6

Screening results from PubChem.
